Bioassay records as filed in PubChem BioAssay.
GlmU inhibition = inhibition of mycobacterial GlmU enzyme – biochemical, glucosamine-1-phosphate acetyltransferase (AID 1376); inhibition, %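 (tested at 30 µM in the primary screen)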; hits with a dose series show IC50 in µM; M. tuberculosis GlmU acetyltransferase enzyme assay; higher % means a stronger effect; hit rate 0.25% among 220,000; in the data active means inhibition above about 13%;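 further: 0% = complete reaction with vehicle and 100% = reaction without substrate; strong numbers were not always called active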
RmlCD inh 1536 = M. tuberculosis RmlC/RmlD inhibition | inhibition, % at 3.6 µM | hit rate 0.03% among 160,000 | RmlC+RmlD coupled enzyme assay, percent inhibition; primary screen in compound mixtures; in the data active means inhibition mostly above about 34%, no sharp cut-off; further: some results filed as inactive read as strong as hits
Target sequence (P9WH09 whole entry, looked up): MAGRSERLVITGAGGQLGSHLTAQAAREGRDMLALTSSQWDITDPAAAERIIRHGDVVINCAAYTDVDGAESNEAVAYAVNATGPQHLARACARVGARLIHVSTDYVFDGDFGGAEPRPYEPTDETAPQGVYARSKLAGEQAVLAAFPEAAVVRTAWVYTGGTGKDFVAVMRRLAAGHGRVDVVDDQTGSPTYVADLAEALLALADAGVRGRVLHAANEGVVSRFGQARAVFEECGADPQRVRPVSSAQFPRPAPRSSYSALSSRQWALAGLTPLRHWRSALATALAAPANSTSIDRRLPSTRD
Target sequence (P9WH11 whole entry, looked up): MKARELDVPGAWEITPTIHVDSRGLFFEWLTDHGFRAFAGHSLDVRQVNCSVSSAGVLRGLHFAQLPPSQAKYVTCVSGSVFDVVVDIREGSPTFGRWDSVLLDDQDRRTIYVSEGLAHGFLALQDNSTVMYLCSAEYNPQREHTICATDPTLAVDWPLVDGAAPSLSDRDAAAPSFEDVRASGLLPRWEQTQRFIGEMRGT
An asterisk follows results filed as active; . = not tested or not shown. Not all compounds are listed. The share of hits here may be higher or lower than overall.

Molecule,RmlCD inh 1536,GlmU inhibition
CCOC(=O)C1=C(C)NC(=S)N(C(C)=O)C1c1ccc(OC)c(OC)c1 (centres undefined),10,2.8%
COc1ccccc1CNc1ccccc1F,6,6.2%
COCC(=O)NCCc1nc2ccccc2[nH]1,-8,0.5%
CCOC(=O)c1cc(-c2ccccc2)sc1NC(=O)c1cc(OC)c(OC)c(OC)c1,4,0.4%
COCCN(C(=S)Nc1cccc(C)c1)C(C)c1cccnc1 (centres undefined),.,-1.7%
CCN(c1ccccc1)S(=O)(=O)c1ccc(Cl)c(NC(=O)COC(=O)c2ccc(Cl)c(N)c2)c1,-5,-1.6%
OC(COC(c1ccc(Cl)cc1)c1ccc(Cl)cc1)CN1CCc2ccccc2C1 (centres undefined),6,-7.0%
CCCCNC(=O)Nc1nnc(-c2ccc(OCC)cc2)o1,.,0.8%
S=C(Nc1ccc(Cl)cc1)Nc1ccc2cn[nH]c2c1,-9,3.6%
CCc1ccc(/C=C2\SC(=S)N(CCC(=O)N3CCN(C)CC3)C2=O)cc1,8,-4.7%
COc1ccc(NC2CS(=O)(=O)CC2OC(=O)c2ccc(F)cc2)cc1 (centres undefined),-3,8.0%
O=C(CN1C(=O)c2cccc3cccc1c23)NCc1ccc2c(c1)OCO2,107,8.9%
Cc1ccc(NC(=O)C2=C(O)CCn3c2nc2ccccc23)cc1,.,6.5%
NS(=O)(=O)c1ccc(CCNC(=O)c2ccccc2F)cc1,-7,9.7%
COc1ccc(N)cc1C#N,.,0.3%
COCCNC(=S)N=Nc1c(O)[nH]c2ccc([N+](=O)[O-])cc12,-12,-4.0%
COC(=O)C1=C(N)Oc2cc(C)n(CC3CCCO3)c(=O)c2C1c1ccc(Cl)c(Cl)c1 (centres undefined),11,1.2%
Cc1cccc(N2CC(c3nc4ccccc4[nH]3)CC2=O)c1 (centres undefined),6,0.0%
Cc1[nH]n(-c2ccccc2)c(=O)c1C(=O)c1cccc(F)c1,.,6.5%
COc1ccccc1N1CCN(CC(=O)c2c(C)[nH]c3cc(C)ccc23)CC1,-4,-3.4%
COc1ccc(/C=N/OCC(=O)NC(c2ccccc2)c2ccccc2)c(OC)c1,-11,-6.9%
Cc1ccc(C)c(NC(=S)NC(C)C(c2ccccc2)N2CCN(C)CC2)c1 (centres undefined),-1,3.3%
O=C(c1ccccc1F)N(Cc1ccc(F)cc1)C1CCS(=O)(=O)C1 (centres undefined),11,5.9%
O=C(COC(=O)c1cccc([N+](=O)[O-])c1)NCc1cccs1,-13,3.5%
Cc1cccc(N=C2Sc3nc4c(C)c(C)ccc4cc3CN2CCN2CCOCC2)c1,5,0.5%
CC(=O)Nc1ccc(C(=O)n2nc(C)cc2C)cc1,.,6.3%
CCOC(=O)C1CCN(C(=O)C(C)Sc2ccc(Cl)cc2)CC1 (centres undefined),.,6.1%
O=C(COc1ccc(S(=O)(=O)NC2CCCCC2)cc1)N1CCN(c2cccc(Cl)c2)CC1,-11,-1.0%
CCOC(=O)C1CCN(C(=O)CN(c2ccc(OC)c(OC)c2)S(=O)(=O)c2ccccc2)CC1,-5,-0.5%
COc1ccccc1NC1=Nc2cccc3cccc1c23,2,-3.1%
O=C(Cc1ccsc1)N1CCc2c([nH]c3ccccc23)C1c1ccccn1 (centres undefined),.,2.6%
CN(CCC1CCCCO1)Cc1cn(C)nc1-c1ccc2c(c1)OCCO2 (centres undefined),-1,-0.3%
CN(C)c1ccc(NC(=O)c2cc3c(=O)n4ccccc4nc3n2C)cc1,.,-1.9%
COc1ccc(C2C(C#N)=C(/N=C/N3CCOCC3)OC3=C2C(=O)CC(C)(C)C3)cc1OC (centres undefined),.,-5.5%
CCn1cc(C2=NOC(C(=O)Nc3cccc(C(C)=O)c3)C2)c(C)n1 (centres undefined),-2,1.7%
Cc1cccc(-c2oc3ccc(-c4ccc5c(c4)OCO5)cc3c2-c2ccc(OC3CCCCO3)cc2)c1 (centres undefined),.,-5.3%
CCc1cccc2c(C(=O)COC(=O)/C=C/c3ccc(O)c(OC)c3)c[nH]c12,12,6.3%
COc1ccc(N2C(S)=C(C#N)C(=O)NC2c2ccc(OC)c(OC)c2)cc1 (centres undefined),-9,4.4%
COC(=O)c1[nH]c2cccc(Cl)c2c1NC(=O)CN1CCN(CCO)CC1,-5,-3.2%
COCCN1CCN(Cc2cn[nH]c2-c2cc3ccccc3o2)CC1,-5,7.3%
Cc1ccnc(NS(=O)(=O)c2ccc(NC(=O)CCS(=O)(=O)c3ccccc3)cc2)n1,-6,8.7%
N#CCCn1cnc2ccccc21,.,4.0%
Cc1ccccc1C(=O)OCc1cnc(Cl)s1,18,-5.9%
O=C1OCCN/C1=C\C(=O)c1ccccc1,-7,0.8%
COCCNc1nnc(SCC(=O)Nc2cc(-c3ccccc3)nn2-c2ccccc2)s1,.,-3.3%
CCN1c2nc3c(C)cccn3c(=O)c2CC2(C(=O)N(C)C(=O)N(C)C2=O)C1C (centres undefined),-8,-1.6%
CC(=O)NCCNc1ccc([N+](=O)[O-])cc1C#N,-5,-5.0%
Oc1ccc(C2Nc3cccc4cccc(c34)N2)c(O)c1,.,5.8%
O=C(NC1CCCC1)C1CC(=O)N(C2CCCCCCC2)C1 (centres undefined),12,4.7%
O=C1CC(Nc2ccc(N3CCOCC3)cc2)C(=O)N1c1ccccc1F (centres undefined),.,-0.5%
COc1cccc(NC(=O)Cn2cc(C#N)c3ccccc32)c1,.,1.8%
Cc1nn(-c2ccccc2)cc1/C=N/NC(=O)c1cccs1,9,-1.4%
CCCCCCC(=O)OCC(=O)c1ccc2c(c1)NC(=O)CO2,-4,-6.2%
COc1ccc2nc(-c3cccc(N)c3)[nH]c2c1,.,5.3%
O=C(CNC(=S)N(Cc1ccccc1F)C1CCCCC1)NCCCN1CCOCC1,-10,2.8%
CC(=O)Nc1ccc2c(c1)NC(=O)CC2,13,-4.9%
C=CCn1c(=N)n(CC(=O)O)c2ccccc21,-10,0.6%
O=C(/C=C/c1cccs1)N1CCc2ccccc21,11,3.9%
CN(C)c1cc(N/N=C\c2ccccc2)nc(N(C)C)n1,5,-5.7%
Clc1ccc(CN2CCCCCCC2)cc1,-1,-4.3%

Some of the entries so far, as labelled records:
O=C(/C=C/c1cccs1)N1CCc2ccccc21
  RmlCD inh 1536 = 11
  GlmU inhibition = 3.9%

CN(C)c1cc(N/N=C\c2ccccc2)nc(N(C)C)n1
  RmlCD inh 1536 = 5
  GlmU inhibition = -5.7%

Clc1ccc(CN2CCCCCCC2)cc1
  RmlCD inh 1536 = -1
  GlmU inhibition = -4.3%

(continued)
Molecule,RmlCD inh 1536,GlmU inhibition
Cc1ccc(S(=O)(=O)N(C)c2ccc(C(=O)N3CCC(C(N)=O)CC3)cc2)cc1,4,-1.3%
O=C(CN(Cc1cccs1)C(=O)CNS(=O)(=O)c1ccc(Cl)cc1)NCc1ccco1,-4,3.4%
O=C(CCCN1C(=O)/C(=C/c2ccccc2Cl)SC1=S)NNC(=O)c1ccc(Cl)cc1Cl,-6,-8.4%
CN1CCN(C(=O)c2ccccc2-c2nc(-c3ccccc3)no2)CC1,.,2.5%
CCOc1ccc(C(=O)O)cc1OC,11,-1.1%
CC1CCC2C(=O)N(c3ccc(C(=O)Oc4cccc5cccnc45)cc3)C(=O)C2C1 (centres undefined),20,-1.6%
CC1(OC(=O)CCc2ccccc2)C(=O)C=C2C=C(c3ccc(C#N)cc3)N(Cc3ccccc3)C=C2C1=O (centres undefined),.,-1.6%
CN1CCN(C2=Cc3cc(Cl)ccc3Sc3cc(F)ccc32)CC1,.,-1.7%
COc1cc2c(cc1OC)C1=C(C#N)CC/C(=N\S(=O)(=O)c3cccc(Cl)c3)N1CC2,.,-1.3%
CCCOc1cccc(C(=O)Nc2cccnc2)c1,15,-0.1%
Cc1nn(CC2CCCCC2)c(N)c1-c1ccccc1,-7,-0.2%
CC1(C)CC(=O)C=C(c2cccs2)C1,.,2.8%
CCCCNC(=O)c1cc2c(=O)n3cccc(C)c3nc2n(CCN2CCOCC2)c1=N,9,.
CC(=O)N(Cc1cccs1)Cc1cc2cc(C)c(C)cc2nc1Cl,9,1.4%
CCOC(=O)N1CCN(C(=O)Cn2nc(-c3ccc(Cl)cc3)ccc2=O)CC1,7,.
Cc1ccc(-n2c(=O)c3ccccc3n(CC(=O)C(C)(C)C)c2=O)cc1,13,-2.4%
CC(=O)c1c(N2CCOCC2)nc(=S)n(-c2ccc([N+](=O)[O-])cc2)c1C,2,.
Cc1nc(NS(=O)(=O)c2ccccc2)sc1NC(=O)OCCN(C)C,.,6.5%
COc1ccc2c(CCNC(=O)Nc3ccccc3)c[nH]c2c1,7,-4.4%
Cc1cccc(C)c1NC(=S)NC(C)(C)CO,-2,-3.7%
O=C(CCSCc1ccc(Cl)cc1)NCc1cccnc1,-18,0.6%
Cc1nnc(NC(=O)CSc2nc3ccccc3[nH]2)s1,-9,-1.1%
CCOC(=O)c1cc2sc(C)cc2n1C(C)C(=O)OCC (centres undefined),-6,0.1%
Cc1ccc(C(=O)N[C@H](C(=O)OCc2nnc(-c3ccccc3)o2)C(C)C)cc1,11,-0.5%
CCOc1ccccc1NC(=O)CSc1nnc2ccc(-c3ccncc3)nn12,-7,1.0%
CCOc1ccc(N/N=C(/C#N)C(N)=O)cc1,-6,-0.5%
CC1=C(C)/C(=N\OS(=O)(=O)c2ccc(C)cc2)C=CC1=O,1,12%
CCC(C)(C)NC(=O)C(c1cccc(OC)c1OC)N(CC(C)C)C(=O)CCC(=O)Nc1cc(C)on1 (centres undefined),-12,2.6%
COc1ccc(OC)c([C@@H]2OCCC=C[C@H]2C)c1,.,2.5%
CC(=O)Nc1cccc(C(=O)NCC2(N3CCCCC3)CCCCC2)c1,-7,-0.3%
CC1(c2nnc(-c3ccc(Cl)cc3)o2)CC(c2ccncc2)=NO1 (centres undefined),.,-1.3%
COc1ccc(NC(=O)c2ccccc2NC(=O)CSc2ccccc2)cc1,7,-5.7%
S=c1[nH]nc(-c2ccccc2Cl)n1Cc1ccccc1,-8,4.2%
O=C(COC(=O)C1CCN(C(=O)c2ccc(Cl)cc2)CC1)NC1CCS(=O)(=O)C1 (centres undefined),.,2.4%
Cc1cc(C)c2nc(/N=C(\N)NC(=O)c3ccccc3)nc(C)c2c1,.,3.3%
CCCCS(=O)(=O)NC1=NCN(CCO)CN1,13,-2.9%
O=C(CSc1nnc(Cc2cc(=O)[nH]c(=O)[nH]2)n1-c1ccccc1)N1CCCc2ccccc21,.,-0.7%
Cc1cccc(NC(=S)N=Nc2c(O)n(C)c3ccc(S(=O)(=O)N4CCOCC4)cc23)c1,.,0.5%
O=C(Nc1ccncc1)c1ccc(F)cc1,10,1.1%
COc1nc(N/N=C/c2ccccc2F)nc(N2CCCCC2)n1,.,-4.1%
O=C(Nc1c(Cl)cccc1Cl)c1ccc(-c2ccccc2)cc1,-6,-1.0%
Cc1sc(NC(=O)CN(Cc2ccc(F)cc2)C(=O)C(C)C)c(C(N)=O)c1C,4,0.5%
CCOC(=O)C(C)Oc1cccc2c(=O)n(CC(=O)N3CCCc4ccccc43)ccc12 (centres undefined),-6,-3.5%
COC(=O)c1ccc(CSc2nnc3c(n2)[nH]c2ccccc23)cc1,4,0.2%
CC(C)(C)n1nnnc1C(c1cccs1)N1CCN(C(=O)c2ccco2)CC1 (centres undefined),.,2.7%
OC(C#CCN1CCCCCC1)(c1ccccc1)c1cccnc1 (centres undefined),7,3.9%
[O-]c1n[n+](-c2ccc(Cl)cc2Cl)cc2ccccc12,.,1.2%
COc1ccc(C(C(=O)NC2CCCC2)N(CCN(C)C)C(=O)c2snc(C(N)=O)c2N)cc1 (centres undefined),12,0.8%

Four entries from above in another layout:
The line under a structure holds: RmlCD inh 1536 | GlmU inhibition
O=C(COC(=O)C1CCN(C(=O)c2ccc(Cl)cc2)CC1)NC1CCS(=O)(=O)C1 (centres undefined)
    . | 2.4%
Cc1cc(C)c2nc(/N=C(\N)NC(=O)c3ccccc3)nc(C)c2c1
    . | 3.3%
CCCCS(=O)(=O)NC1=NCN(CCO)CN1
    13 | -2.9%
O=C(CSc1nnc(Cc2cc(=O)[nH]c(=O)[nH]2)n1-c1ccccc1)N1CCCc2ccccc21
    . | -0.7%

More records follow:
Molecule,RmlCD inh 1536,GlmU inhibition
N=c1sccn1CC(=O)Nc1ccccc1Sc1ccccc1,9,-2.6%
COc1cc(CN2CCC(C(=O)NC3CCCC3)CC2)cc(Br)c1O,-11,-1.6%
O=C(CN1C(=O)c2cccc3cccc1c23)N1CCN(c2ccccc2)CC1,7,6.7%
Cc1cccc(Cn2c(SCCN3CCOCC3)nc3c2c(=O)n(C)c(=O)n3C)c1,7,0.9%
CN(C)c1ccc(C=C2C(=O)OC3(CCCC3)OC2=O)cc1,7,2.6%
O=C(Oc1ccc2ccccc2c1Cl)N1CCCCCC1,14,0.7%
O=C(CSC1=NNC(c2ccccn2)S1)Nc1ccccc1 (centres undefined),4,4.0%
Cc1ccc(CCC(=O)Nc2ncc(Cc3cc(Cl)ccc3Cl)s2)o1,9,-3.0%
C=CCOC(=O)C1=C[C@H](c2ccc(C(F)(F)F)cc2)[C@@H](CCCO)[C@H](OCC)O1,.,1.7%
